MBNL1 CUG block: blocks human MBNL1 binding to CUG repeat RNA; TR-FRET MBNL1-His/biotin-(CUG)12 binding, 665/545 ratio; Q9NR56; actives 0.036% (n = 280,000); Potency, µM (top dose mostly 57.5 µM), without a hit: at the top dose activity change, negative = inhibition, usual class: inhibitors; active means well fitted inhibition curve with a large enough effect in the signal ratio, with a control signal flat, not every such curve was filed as active; inconclusive means small, poorly fitted or top-dose-only effect, or effect the other way, or a change in a side signal; inactive means no such curve, though single readings can be large or run the other way; the % refers to the signal ratio; further: on the % scale 0 is the no-effect control and ±100 the full control effect
Target sequence (Q9NR56 whole entry, looked up): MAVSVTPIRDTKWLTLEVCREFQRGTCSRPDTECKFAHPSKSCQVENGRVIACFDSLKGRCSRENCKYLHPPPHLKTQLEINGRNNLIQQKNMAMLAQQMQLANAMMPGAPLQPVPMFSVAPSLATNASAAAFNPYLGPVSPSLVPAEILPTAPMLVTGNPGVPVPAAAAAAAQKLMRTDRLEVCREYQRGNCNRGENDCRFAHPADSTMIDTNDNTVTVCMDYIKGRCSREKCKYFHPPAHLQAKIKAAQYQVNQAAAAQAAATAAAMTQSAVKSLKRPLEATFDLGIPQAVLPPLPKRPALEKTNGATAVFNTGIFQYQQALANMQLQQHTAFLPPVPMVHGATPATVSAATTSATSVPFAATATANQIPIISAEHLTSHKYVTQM
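Ratiometric TR-FRET (665 over 545 nm, excitation 340 nm) tracks disruption of MBNL1-His/biotin-(CUG)12 complex after 60 min at room temperature, with compounds at 92 nM to 58 uM final.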
uPA surface inh: cell surface uPA generation inhibition; Potency, µM (doses to about 38.3 µM), for inactives: at the top dose activity change, negative = inhibition, usual class: inhibitors; actives 0.31% (n = 330,000); cell surface uPA generation assay, qHTS; active means well fitted inhibition curve with a large enough effect; inconclusive means small, poorly fitted or top-dose-only effect; inactive means no such curve, though single readings can be large or run the other way; tested in mouse RAW 264.7 cells; further: on the % scale 0 is the no-effect control and ±100 the full control effect; nearly all actives have a fitted effect of over 55% in size
p53 reactivation: restores transcriptional activity of mutant p53. H1299 p53-A138V BP100-luciferase reporter, luminescence, 24 h. Potency, µM (top dose mostly 92.2 µM), for the others: at the top dose activity change, positive = activation, usual class: activators. actives 0.063% (n = 320,000); further: % of control where 0% means no effect; nearly all actives have a fitted effect of over 45% in size
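p53-null H1299 cells stably carrying temperature-sensitive p53-A138V and a BP100-luciferase reporter were pinned with compounds (4-point, 1:5 series) and held 24 hrs at 37 deg C. Luminescence was read 10 min after detection reagent.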
NPC1 promoter act: activates the NPC1 promoter; Huh7 NPC1 promoter luciferase reporter, 24 h; Potency, µM (top dose mostly 9.22 µM), for inactives: top-dose activation, usual class: activators; actives 2.4% (n = 320,000);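 further: % of control where 0% means no effect; nearly all actives have a fitted effect of over 60% in size; reporter is driven by a mutant NPC1 promoter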
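Compounds in DMSO were transferred onto Huh7 NPC1-luciferase reporter cells pre-incubated 2 h; after 24 h at 37 °C, Amplite reagent was dispensed and luminescence recorded 10 min later.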
RORgamma inh: blocks mouse ROR gamma transcriptional activity. AID 2551. actives 5.4% (n = 310,000). Potency, µM (series often up to 53.6 µM), for inactives: at the highest dose activity change, negative = inhibition, usual class: inhibitors. Drosophila S2 Gal4-RORgamma UAS-luciferase reporter, 20 h; further: on the % scale 0 is the no-effect control and ±100 the full control effect; nearly all actives have a fitted effect of over 60% in size
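Drosophila Schneider cells stably carrying a metallothionein-driven Gal4 DBD–ROR gamma fusion and a UAS-Photinus luciferase reporter were exposed to compound for 1 hr, then induced with copper sulfate (700 uM final) for 20 hr at ambient temperature before luminescence reading.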
BRCA1 expr up: activators of BRCA1 expression; MCF7-BRCA1-FFLuc reporter, luminescence, 48 h; response scale: scaled: vehicle 0%, 10 µM genistein 100%; actives 1.1% (n = 380,000); AID 624202; Potency, µM (series often up to 46.1 µM), inactives show top-dose activation, most hits filed as activators; further: nearly all actives have a fitted effect of over 80% in size; some results filed as inactive show a strong effect at the top dose
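Quantitative HTS in MCF7 cells stably reporting BRCA1 expression via firefly luciferase. Compound treatment lasts 48 h at 37 °C in phenol-red free MEM. Activation is expressed relative to genistein at 10 microM and DMSO.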
Rab9 prom act: activates the Rab9 promoter; Potency, µM (titrated, usually from 9.22 µM), without a hit: top-dose activation, negative = inhibition, hits mostly activators; Huh7 Rab9 promoter-luciferase reporter, luminescence, 24 h; actives 2.8% (n = 320,000); further: % of control where 0% means no effect; nearly all actives have a fitted effect of over 60% in size
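Using Huh7 cells stably transfected with Rab9 promoter–luciferase, compounds were incubated 24 h at 37 °C, 5% CO2; luciferase luminescence was read 10 min after reagent addition.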
ELG1 genotoxic: genotoxicity induction in ELG1-luciferase HEK293T cells; Potency, µM (titrated, usually from 46 µM), for inactives: top-dose activity change, positive = activation, most hits filed as activators; HEK293T ELG1-luciferase reporter, luminescence, 16 h; actives 1.3% (n = 330,000); further: % of control where 0% means no effect; nearly all actives have a fitted effect of over 60% in size
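After overnight (16 hr) compound treatment at 37 °C, ELG1-luciferase HEK293T cells were lysed with ONE-Glo; luminescence quantified 30 min later at room temperature.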
Gal4-VP16 FLuc: counter-screen for ROR gamma inhibitors: Gal4-VP16 reporter; actives 3.5% (n = 310,000); Drosophila S2 Gal4-VP16 UAS-luciferase, luminescence, 20 h; Potency, µM (series often up to 53.6 µM), for the others: at the top dose activity, negative = inhibition, most hits filed as inhibitors;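 further: Gal4-VP16 expression switched on by copper sulfate through the metallothionein promoter; on the % scale 0 is the no-effect control and ±100 the full control effect; nearly all actives have a fitted effect of over 50% in size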
FLuc modulator: counter-screen for miR-21 project: firefly luciferase inhibitors or activators. purified FLuc, Km substrates, luminescence inhibition. Potency, µM (titrated, usually from 57.5 µM), inactives show at the top dose activity change, negative = inhibition, actives largely listed as inhibitors. actives 6.9% (n = 360,000). AID 588342;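 further: plate controls were vehicle for no effect and reference inhibitor for full effect; nearly all actives have a fitted effect of over 55% in size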
Target sequence (P08659 whole entry, looked up): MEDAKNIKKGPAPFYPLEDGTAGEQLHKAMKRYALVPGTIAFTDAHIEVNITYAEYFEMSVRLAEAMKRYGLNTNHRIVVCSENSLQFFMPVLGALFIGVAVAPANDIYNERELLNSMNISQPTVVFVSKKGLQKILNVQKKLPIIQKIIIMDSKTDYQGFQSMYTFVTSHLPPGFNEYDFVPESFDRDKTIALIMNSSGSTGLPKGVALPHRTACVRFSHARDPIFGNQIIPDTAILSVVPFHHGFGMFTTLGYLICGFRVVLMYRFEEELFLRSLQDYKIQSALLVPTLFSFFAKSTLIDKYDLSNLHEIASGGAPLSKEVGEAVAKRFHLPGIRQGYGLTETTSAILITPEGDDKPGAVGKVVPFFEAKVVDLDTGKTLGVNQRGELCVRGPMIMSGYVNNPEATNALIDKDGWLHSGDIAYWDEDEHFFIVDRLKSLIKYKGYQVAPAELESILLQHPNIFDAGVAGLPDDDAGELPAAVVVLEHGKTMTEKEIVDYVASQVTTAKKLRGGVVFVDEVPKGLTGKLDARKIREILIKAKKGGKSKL
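Biochemical qHTS of compounds, final roughly 60 µM downward over six points, against 10 nM purified firefly luciferase using Km concentrations of substrates (10 uM D-luciferin, 10 uM ATP) in Tris acetate pH 7.5 buffer; luminescence output.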
The depositor's hits bear a star; ? = inconclusive; . = not tested or not shown; & = joins results of further samples; [ ] = remark or other dose. Unless noted, the call rests on the fitted dose curve; in most records, active means well fitted curve in the direction sought with a large enough effect; inconclusive means small, poorly fitted or top-dose-only effect, or another doubt; inactive means no such curve, though single readings can be large; an effect the other way counts as inactive or inconclusive. Potency means the concentration at half of the fitted maximal effect. Only part of the results is shown; rates above refer to the full screens.

SMILES	MBNL1 CUG block	uPA surface inh	p53 reactivation	NPC1 promoter act	RORgamma inh	BRCA1 expr up	Rab9 prom act	ELG1 genotoxic	Gal4-VP16 FLuc	FLuc modulator
CC(NC(C)(C)C)C(=O)c1cccc(Cl)c1 (centres undefined)	?	5%	-5%	2%[46.1 µM]	4%&7%	-3%	1%[46.1 µM]	-1%	-16%&-8%	-2%
Cc1cc(NC(=O)c2cccc(Br)c2)n[nH]1	.	?	?	?	.	11µM*	?	?	.	19µM*
CSc1nnc(OC(=O)N(C)C)n1-c1ccc(Cl)cc1	.	6%	-2%	0%	4%	-2%	-1%	0%	-1%	2%
CC(C(=O)c1ccc(Cl)cc1Cl)n1cncn1 (centres undefined)	9%	-1%	-5%	-10%	3%	-26%	-5%	0%	2%	0%
CCCCn1c(C)c(C(=O)OCC)c2c(CN3CCCC3)c(O)ccc21	9%	-1%	-4%	-3%	13%	-61%	-7%	-28%	2%	-2%
CCCCCCOc1ccc(CN2CCN(CC)CC2)cc1	-12%	-6%	?	4µM*	-28%	-2%	2.8µM*	3.7µM*	-19%	9.5µM*
NC(=O)[C@H]1CC2(CC(c3cccc(NC(=O)COc4ccc(Cl)cc4)c3)=NO2)CN1C(=O)Cc1ccc([N+](=O)[O-])cc1 (some centres undefined)	?	?	4%	-35%[inhibitor]	14%	33%	-34%[inhibitor]	-14%	2%	9.5µM*
C=CCn1c(O)c(C(C)=Nc2ccc(N(C)C)cc2)c(=O)[nH]c1=O	16%	-11%	0%	-3%	8%	-69%	1%	?	-2%	1%
CCCn1cc(C(=O)O)cn1	-3%	-5%	-6%	-2%	18%	0%	1%	-1%	-4%	0%
N/C(=N\[N+](=O)[O-])N1CCN(C(=O)c2ccccn2)CC1	-7%	4%	-5%	-2%	0%	-23%	1%	-1%	-1%	-2%
CCOC(=O)/C(C#N)=C/C=C1\C=Cc2ccccc2N1CC	?	?	-1%	1%	-5%	3%	0%	-4%	-4%	?
Cc1c(C=C2C(=O)N(C)C(=S)N(C)C2=O)c2ccccc2n1CC(=O)NCC1CCCO1 (centres undefined)	?	3%	3%	-4%	-26%	-41%	-5%	-9%	2%	?
COc1ccc(N=Cc2c(O)n(Cc3cccs3)c(=O)[nH]c2=O)cc1	0%	12%	-1%	-1%	19%	-8%	-8%	1%	-4%	-1%
COC(=O)CC(NC(=S)N1CC2C[C@@H](C1)Cn1c2cccc1=O)C(=O)OC (some centres undefined)	-10%	2%	0%	-7%	9%	-1%	-1%	8%	4%	1%
O=C(NCc1ccccc1)c1cccn(Cc2ccccc2)c1=O	?	11%	-8%	-1%	?	-1%	-6%	-6%	5%	0%
O=C(O)CCn1cc(C=C2C(=O)NC(=S)NC2=O)c(-c2cccc(Br)c2)n1	-4%	-3%	2%	-2%	8%	-4%	0%	1%	1%	21µM*
Fc1ccc(CN2CCN(c3ccc(Cl)cc3)CC2)cc1	-12%	-9%	-4%	-5%	9%	-10%	-3%	4%	5%	3%
Cc1ccc(-n2c(O)c(/C=N/N3CCOCC3)c(=O)[nH]c2=S)cc1	-7%	23%	13%	0%	-3%	-12%	-1%	1%	-26%	4%
O=[P+](Cc1ccccc1)Cc1ccccc1	-3%	-2%	-1%	0%	5%	0%	3%	1%	8%	2%
CCCOC(=O)Nc1ccc([As](=O)(O)O)cc1NC(=O)OCCC	5%	6%	-1%	-3%	4%	-7%	0%	1%	5%	5%
CCCCn1c(O)c(C(C)=NCc2ccc3c(c2)OCO3)c(=O)[nH]c1=O	-5%	-2%	-1%	0%	-3%	-21%	-8%	-1%	0%	0%
O=C(NCc1ccccc1)Oc1cccc(Cl)c1	-2%	-2%	?	0%	?	66%	-1%	8%	15%	-20%
CC1(C)CC(=O)C(C2(O)C(=O)NC(=O)NC2=O)=C(O)C1	5%	10%	-8%	0%	3%	9%	2%	-1%	0%	0%
CN1C(=O)C(=Cc2ccc(N3CCCCC3)o2)C(=O)N(C)C1=S	12%	-1%	1%	21%	10%	35%	30%	6%	-1%	?
CC(C)Sc1nnc([C@@H](N)Cc2c[nH]c3ccccc23)o1	-10%	.	5%	16%	24%	-22%	-7%	0%	25%	2%
COc1ccc(/C=C2/C(=O)N(Cc3ccco3)C(=O)N(C(C)C)C2=O)cc1	6%	13%	-6%	1%	10%	-5%	-10%	-1%	7%	2%
O=C(O)C1C2CC3CC(C2)CC1(n1ncc(N2CCC4(CC2)OCCO4)c(Cl)c1=O)C3 (centres undefined)	-2%	3%	1%	0%	-12%	0%	-1%	5%	-9%	4%
O=C(NCNC(=O)NC1C(=O)NC(=O)N1CO)NC1C(=O)NC(=O)N1CO (centres undefined)	.	4%	-6%	0%	-9%	-2%	-7%	-10%	2%	-4%
Oc1ccc(C2NCc3ccccc3-n3cccc32)cc1Cl (centres undefined)	0%&-3%	-7%&2%	5%&3%	-2%&-1%	-22%&24%	1%&10%	-11%&-3%	-3%&-3%	2%&7%	1%&-2%
CN(C)C(=O)Oc1ccc(Br)cc1C(=O)Nc1ccc(F)c(Cl)c1	3%	4%	13%	-4%	4%	-56%	-2%	-4%	-16%	?
O=C(N/N=C/c1c(O)n(C2CC2)c(=S)[nH]c1=O)c1ccccc1	23%	-19%	?	1%	14µM*	.	0%	4%	-8%	?
Cc1c(C(=O)N2CCC3(CC2)OCCO3)sc2ncnc(N3CCN(c4ccccn4)CC3)c12	-5%	13%	-11%	0%	31%[0.365 µM]	.	-2%	-28%	.	-2%
Cc1ccc(/C=C2\C(=O)NC(=S)N(c3cccc(F)c3)C2=O)o1	13%	-16%	-27%	-3%	11µM*	-25%	-1%	0%	-19%	17µM*
CNP1(NC)=NC(C(F)(F)F)=NC(C(F)(F)F)=N1	-3%	1%	8%	3%	?	4%	1%	2%	-13%[0.365 µM]	3%
COP(=O)(NS(=O)(=O)c1ccccc1)OC	-12%	5%	3%	-1%	-3%	22%	3%	0%	-6%	-2%
CCOC(=O)C1CCCN(c2ccc([N+](=O)[O-])c3nonc23)C1 (centres undefined)	.	-7%	-3%	-4%	-34%	-22%	-4%	-4%	-4%	-12%
CCOC(=O)CC1=C(C(=O)OCC)C2(C(=O)N1CC(=O)OC)C(C#N)=C(N)Oc1ccccc12 (centres undefined)	0%	.	4%	-1%	3%	-19%	-1%	0%	1%	1%
O=C(/C=C(O)/C=C/c1ccc(O)cc1)/C=C/c1ccc(O)cc1	.	?	26%	-3%	.	4%	-2%	5%	.	-23%
CCc1nnc(NC(=O)CCc2nc(C3=CCN(C)CC3)no2)s1	?	2%	-1%	1%	5%	-11%	-4%	0%	4%	13%
CCC(=O)c1c(O)n(C2CCCCCC2)c(=O)[nH]c1=O	10%	7%	-3%	-4%	5%	-42%	-8%	-5%	-1%	5%
Cc1ccc(N)cc1N	.	4%	14%	1%	12%	13%	-3%	4%	-3%	3%
CP(C)(=O)CCC(=O)O	-3%	2%	-2%	0%	-3%	-19%	-9%	0%	0%	2%
Cc1nc2c(c(C)nn2-c2ccccc2)c(C)c1CCC(=O)N1CCC2(CC1)OCCO2	8%	0%	3%	-2%	-16%	-8%	-1%	-6%	-5%	6%
COc1cc(/C=C2\C(=O)NC(=O)N(c3ccc(C)cc3)C2=O)cc(OC)c1O	-12%	-27%	-2%	0%	-6%	-5%	1%	-2%	-16%	?
c1ccc(C2NCCc3[nH]cnc32)cc1 (centres undefined)	-8%	1%	-1%	3%	11%	0%	?	0%	-8%	-3%
CCN(CC)CCN=Cc1c(O)n(C2CCCCCC2)c(=O)[nH]c1=O	1%	-1%	-4%	-4%	10%	-15%	-2%	2%	2%	-2%
CN1C(=O)NC(c2cccc(O)c2)C(C(=O)c2cccs2)C1(O)C(F)(F)F (centres undefined)	-10%	-15%	?	4%	-16%	51%	-4%	2%	0%	0%
N=c1ccccn1Cc1ccccc1	.	-2%	5%	-1%	-26%	10%	-5%	-1%	-10%	2%
COc1cccc(CNCCc2ccc(F)cc2)c1	2%	-13%	-2%	-2%	2%	-10%	-4%	-10%	10%	4%
Nc1ccc(Cc2ccc(N)c(Cl)c2)cc1Cl	.	?	.	.	-3%	-19%	.	.	12%	.
C[C@@H]1O[C@@H](O[C@H]2C[C@@H](O)[C@]3(CO)[C@@H]4C(CC[C@]3(O)C2)[C@@]2(O)CC[C@H](C3COC(=O)C3)[C@@]2(C)C[C@H]4O)[C@H](O)[C@H](O)[C@H]1O (some centres undefined)	.	-1%	-12%	-34%[inhibitor]	.	-61%	-38%[inhibitor]	-51%[inhibitor]	.	2%

Gathered by group: the compounds so far with a nitro group on carbon
SMILES	MBNL1 CUG block	uPA surface inh	p53 reactivation	NPC1 promoter act	RORgamma inh	BRCA1 expr up	Rab9 prom act	ELG1 genotoxic	Gal4-VP16 FLuc	FLuc modulator
NC(=O)[C@H]1CC2(CC(c3cccc(NC(=O)COc4ccc(Cl)cc4)c3)=NO2)CN1C(=O)Cc1ccc([N+](=O)[O-])cc1 (some centres undefined)	?	?	4%	-35%[inhibitor]	14%	33%	-34%[inhibitor]	-14%	2%	9.5µM*
CCOC(=O)C1CCCN(c2ccc([N+](=O)[O-])c3nonc23)C1 (centres undefined)	.	-7%	-3%	-4%	-34%	-22%	-4%	-4%	-4%	-12%
